PNC inhibitor: inhibitors of perinucleolar compartment assembly. activity change (PNC), negative = inhibition, % at 10 µM. AID 2417. 140,000 tested, 3.1% active. PC3M PTB-GFP, PNC prevalence imaging, 16 h; stronger effect = lower value;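 active = readout at or below -70, meaning at least 70% loss of cells showing the perinucleolar compartment, a nuclear body marking cancer cells; inconclusive = readout between -30 and a set limit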;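 note: plate controls were DMSO wells for no effect and camptothecin positive control wells for full effect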
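Compounds are pinned in duplicate onto adhered PC3M cells stably expressing GFP-tagged PTB and incubated 16 h at 37 C. Cells are then fixed, nuclei stained with Hoechst, and PNC-positive cells counted.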
IMPase cell inh: cell-permeable inhibitors of inositol monophosphatase (IMPase). CHO-M1 cells, IP1 accumulation, HTRF TR-FRET ratio. 120,000 tested, under 10 active. P97697. inhibition (IP1 accumulation), % at 46.1 µM. AID 901; active = well fitted curve in the direction sought with a large enough effect in the signal ratio, not every such curve was filed as active; inconclusive = small, poorly fitted or top-dose-only effect, or a change in a side signal; inactive = no such curve, though single readings can be large or run the other way; the % refers to the signal ratio;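 note: cells stimulated with carbachol in lithium chloride buffer; plate controls were DMSO basal wells for no effect and reference inhibitor wells for full effect; higher means more IMPase inhibition seen as more IP1 and lower FRET ratio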
Target sequence (P97697 whole entry, looked up): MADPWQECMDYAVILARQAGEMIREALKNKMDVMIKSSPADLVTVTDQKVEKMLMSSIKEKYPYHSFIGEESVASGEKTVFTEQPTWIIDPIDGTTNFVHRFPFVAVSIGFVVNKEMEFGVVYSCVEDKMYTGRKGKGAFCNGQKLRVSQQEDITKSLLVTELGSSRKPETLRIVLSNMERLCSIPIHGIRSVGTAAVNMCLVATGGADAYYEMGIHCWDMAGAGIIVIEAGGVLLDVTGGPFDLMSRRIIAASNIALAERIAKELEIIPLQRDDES
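The IP-One HTRF competitive assay in carbachol-stimulated CHO-M1 cells quantifies cellular IP1. Compounds spanned up to 46 uM final, and activity is expressed as AC50 from concentration-response fits of the ratio and donor data.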
ALOX12 inhib: blocks human 12-lipoxygenase activity. P18054. purified 12-hLO, xylenol orange hydroperoxide absorbance. Potency, µM (top dose mostly 57.1 µM), for the others: at the highest dose activity change, negative = inhibition, usual class: inhibitors. 150,000 tested, 0.12% active. AID 1452; note: potency is the fitted concentration of half-maximal effect; nearly all actives have a fitted effect of over 55% in size; many of its hits are not listed in these tables
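Hydroperoxide formation by human 12-lipoxygenase from 40 uM arachidonic acid was followed colorimetrically via ferric-xylenol orange complex, using the 573/405 nm absorbance ratio. Enzyme concentration was 150 nM, with 30 min reaction at room temperature.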
15-hLO-2 inh: blocks human 15-lipoxygenase 2 activity | O15296 | purified 15hLO-2, xylenol orange hydroperoxide absorbance | Potency, µM (series often up to 57.1 µM), for inactives: at the top dose activity change, negative = inhibition, most hits filed as inhibitors | 110,000 tested, 0.56% active | AID 881; note: potency is the fitted concentration of half-maximal effect; nearly all actives have a fitted effect of over 60% in size; many of its hits are not listed in these tables
Target sequence (O15296 whole entry, looked up): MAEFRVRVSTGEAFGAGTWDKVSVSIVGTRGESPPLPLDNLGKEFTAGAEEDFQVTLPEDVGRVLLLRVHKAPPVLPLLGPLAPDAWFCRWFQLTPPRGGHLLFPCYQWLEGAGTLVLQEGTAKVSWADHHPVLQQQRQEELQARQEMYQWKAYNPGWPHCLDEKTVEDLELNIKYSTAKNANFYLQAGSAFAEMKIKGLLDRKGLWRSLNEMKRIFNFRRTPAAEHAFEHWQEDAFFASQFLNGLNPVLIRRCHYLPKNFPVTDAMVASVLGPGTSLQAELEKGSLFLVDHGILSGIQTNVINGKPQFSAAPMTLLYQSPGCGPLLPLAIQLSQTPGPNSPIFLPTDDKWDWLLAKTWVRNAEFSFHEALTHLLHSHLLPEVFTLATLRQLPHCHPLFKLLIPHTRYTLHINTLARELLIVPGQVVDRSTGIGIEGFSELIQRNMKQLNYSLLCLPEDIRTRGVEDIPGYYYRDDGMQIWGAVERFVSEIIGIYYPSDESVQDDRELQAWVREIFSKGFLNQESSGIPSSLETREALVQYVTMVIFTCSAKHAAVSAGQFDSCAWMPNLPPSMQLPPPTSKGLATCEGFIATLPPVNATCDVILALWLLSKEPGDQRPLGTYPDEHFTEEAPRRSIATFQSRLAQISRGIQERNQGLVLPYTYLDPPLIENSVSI
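Enzyme 50 nM, AA 45 uM, 25 mM Hepes pH 7.5 + 0.01% Triton X-100; cpd preinc 15 min RT, rxn 90 min RT; stop/detect with 200 uM XO + 300 uM Fe(II) in 50 mM H2SO4, 30 min; A573/A405.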
* = called active by the depositor; ? = inconclusive; nt = not tested or not shown; [ ] = remark or other dose. Unless noted, calls come from the whole dose curve; as a rule, active = well fitted curve in the direction sought with a large enough effect; inconclusive = small, poorly fitted or top-dose-only effect, or another doubt; inactive = no such curve, though single readings can be large; an effect the other way counts as inactive or inconclusive. Unless noted, % is set by controls: 0 for no effect and ±100 for the full control effect.

SMILES | PNC inhibitor | IMPase cell inh | ALOX12 inhib | 15-hLO-2 inh
O=c1[nH]c(CN2CCc3ccccc3C2)nc2ccccc12 | ? | 2.2 | -5.8% | 3.9%
O=C(NNC1=C(C(=O)C(F)(F)F)CCC1)c1cccc(O)c1 | -3.1 | ? | -1.9% | nt
COc1ccc(/C=C(\C#N)C(=O)c2c(C)[nH]c3ccccc23)cc1OC | 13.5 | nt | -6.8% | nt
CCOC(=O)c1c(C)n(C)c2cc(Br)c(C(=O)OC)cc12 | 2.8 | -6.4 | 2.7% | -0.7%
CC(Oc1ccc(Cl)cc1Cl)C(=O)NCCCN(C)C (stereo not drawn) | -24.6 | 8.2 | 1.7% | 9.1%
CCOC(=O)c1sc(NC(=O)c2ccc(S(=O)(=O)N(CC)CC)cc2)nc1C | 5.5 | -0.2 | 8.4% | -0.7%
COC(=O)C1CCN(S(=O)(=O)c2ccc(NC(C)=O)cc2)CC1 | -27.7 | 6.0 | 0.8% | -0.6%
Cc1c(N=Cc2nc3ccccc3[nH]2)c(=O)n(-c2ccccc2)n1C | -14.8 | 4.8 | 5.3% | -1.9%
CCn1c2ccccc2c2cc(NC(=O)C(C)Oc3ccccc3)ccc21 (stereo not drawn) | -15.0 | 8.9 | 1.9% | -9.7%
Cc1nc2c(C#N)c[nH]n2c(=O)c1Cc1ccccc1 | -12.3 | 2.9 | 1.3% | -4.3%
CC(C)NC(=O)c1onc(CSc2ccc(C(C)C)cc2)c1C(=O)O | 53.8 | -0.6 | 1.3% | -11.1%
CCOC(=O)CNc1c(N2CCN(c3ccccn3)CC2)c(=O)c1=O | 12.6 | 3.5 | 6.0% | 2.4%

Molecules from the list above that contain a halogen:
SMILES | PNC inhibitor | IMPase cell inh | ALOX12 inhib | 15-hLO-2 inh
O=C(NNC1=C(C(=O)C(F)(F)F)CCC1)c1cccc(O)c1 | -3.1 | ? | -1.9% | nt
CCOC(=O)c1c(C)n(C)c2cc(Br)c(C(=O)OC)cc12 | 2.8 | -6.4 | 2.7% | -0.7%
CC(Oc1ccc(Cl)cc1Cl)C(=O)NCCCN(C)C (stereo not drawn) | -24.6 | 8.2 | 1.7% | 9.1%

The results go on:
SMILES | PNC inhibitor | IMPase cell inh | ALOX12 inhib | 15-hLO-2 inh
COc1ccccc1-n1nc(C(=O)O)c2ccccc2c1=O | -26.1 | 5.6 | -9.1% | 5.4%[2.29 µM]
N#Cc1cc2c(nc1SCC(O)CS(=O)(=O)Cc1ccc(Cl)cc1)CCCC2 (stereo not drawn) | -9.8 | 1.1 | -5.1% | -6.7%
CC(=O)c1ccc(Oc2cc(C)nc(NCc3ccccc3)n2)cc1 | -21.0 | 1.9 | -1.3% | 11.3%
c1ccc(COc2ccccc2CNCc2cccnc2)cc1 | 18.0 | 11.0 | 2.9% | 31.5%[activator]
Cc1oc2c(c1C(=O)NC(Cc1c[nH]c3ccccc13)C(=O)O)CCCC2 (stereo not drawn) | 36.6 | 8.6 | -8.1% | -9.4%
NC(N)=NC(N)=Nc1ccc(S(N)(=O)=O)cc1 | nt | nt | 0.1%[11.4 µM] | -3.1%[11.4 µM]
O=C(CNC(=O)c1ccco1)N/N=C/c1ccc(O)c([N+](=O)[O-])c1 | 1.8 | 8.9 | 1.3% | nt
O=C(Nc1ccc(Cl)cc1F)C1CC1 | -27.8 | nt | -3.6% | nt
O=C(CN1CCN(c2ncc(C(F)(F)F)cc2Cl)CC1)N1CCN(c2ncc(C(F)(F)F)cc2Cl)CC1 | 42.3 | 9.0 | -3.0% | 13.9%
CC(=O)/C=N/Nc1ccccc1 | 75.9 | 9.0 | 5.4% | nt
COc1ccc(-n2c(=O)c(-c3ccc(Cl)cc3)nc3cnc(N4CCOCC4)nc32)cc1 | nt | nt | -5.7% | 2.0%
N/C(Cc1cccs1)=N\OC(=O)COc1ccc(Cl)cc1Cl | -13.3 | 0.6 | -4.3% | 8.3%
CC(=O)Nc1ccc(C(=O)Nc2ccc3c(c2)OCO3)cc1 | 23.4 | 1.5 | -6.5% | 7.3%
COc1cc2oc(=O)cc(-c3ccc(-c4ccc(N(C)C)cc4)cc3)c2c(OC)c1OC | nt | nt | -3.5%[0.00818 µM] | -7.8%[0.0915 µM]
c1csc(C2=Nn3c(nnc3-c3ccncc3)SC2)c1 | ? | 5.0 | -0.8% | -11.2%
O=C(NN=C1c2ccccc2-c2ccccc21)c1ccccc1 | 6.4 | 0.9 | -8.9% | 0.1%
CC(/C=N\NC(=O)c1ccc(C)nc1)=C\c1ccccc1 | 16.4 | nt | 0.3% | nt
O=C(CNC(=S)NC(=O)c1ccc(Cl)cc1)c1ccccc1 | -5.2 | nt | -9.0% | nt
CCCCSc1nnc(-c2cc3c(C(F)(F)F)nn(C)c3s2)n1C | 10.6 | 2.8 | 3.2% | -6.4%
Cc1ccc2nc(Cl)c(C3CC(c4cccs4)=NN3C(=O)CCC(=O)O)cc2c1 (stereo not drawn) | -14.8 | 1.9 | -3.8% | nt
CNC(=O)C1C2C=CC3(O2)C1C(=O)N(CCOC)C3C(=O)NCc1ccc(OC)cc1 (stereo not drawn) | -4.9 | 0.2 | 0.2% | 1.1%
CCOC(=O)c1[nH]c2ccccc2c1NC(=O)C1CCCCC1 | ? | -5.4 | 3.6% | nt
CCCN(c1ccc(OCC)cc1)S(=O)(=O)c1ccc2c(c1)CCN2C(=O)CCC(=O)O | 55.9 | -7.6 | 1.2% | -2.5%
O=C(NCC1CCCO1)C1CCN(C(=O)c2ccc(Cl)cc2)CC1 (stereo not drawn) | -27.7 | -8.5 | -0.7% | 0.0%
COc1cccc(N2CCN(C(=O)c3ccc(CSc4nc5ccncc5[nH]4)cc3)CC2)c1 | 19.1 | nt | -6.3% | nt
CC(C)(C)n1cnc(C(N)=O)c1N | -7.9 | nt | -3.0% | nt
CCCCOC(=O)c1ccc(NC(=S)NC(=O)c2c(Cl)cnn2C)cc1 | -25.9 | -5.8 | -5.4% | -15.3%
CN=C(C)c1c(O)c2ccccc2oc1=O | 12.1 | -0.5 | 2.1% | 1.2%
Nc1nc(CSc2ncn(-c3ccccc3)n2)cs1 | ? | 0.6 | 1.8% | 3.2%
Cc1cc(-c2n[nH]c(=S)n2/N=C/c2ccc(C)s2)n[nH]1 | 18.3 | nt | 0.9% | nt
O=C(CCCSc1nnnn1-c1cccc2ccccc12)c1ccc(F)cc1 | 24.2 | 5.0 | -7.6% | -10.7%
Cc1c(Cc2ccccc2)sc(/N=C/c2c(O)ccc3ccccc23)c1C(N)=O | ? | nt | -17.4% | nt
CC(NC(=O)c1ccccc1)C(=O)NC1=NCCS1 (stereo not drawn) | -14.7 | -0.8 | -1.0% | -3.8%
O=C(OCCNC(=O)c1ccc2ccccc2n1)c1ccc(F)cc1 | 80.6 | 1.7 | 0.1% | -2.0%
O=C(CN1CCC(C(=O)c2ccc(F)cc2)CC1)Nc1ccc(F)cc1 | ? | ? | -1.2% | nt
CCC(C)C(NC(=O)C1CCC(C)CC1)C(=O)NCc1ccccn1 (stereo not drawn) | 14.8 | 5.6 | -9.8% | 5.3%
Cc1cc(C)c2c(CC(=O)N(CCC#N)Cc3cccnc3)coc2c1 | -24.3 | -3.7 | -2.5% | 1.5%
CN1CCc2ccccc2[C@@H]1Cc1ccccc1NC(=O)c1sc2ccccc2c1Cl | nt | nt | -1.4%[11.4 µM] | 26.2%[11.4 µM]
COc1cc(C(=O)N2CCN(c3ncnc4sc(C)c(C)c34)CC2)cc(OC)c1OC | 0.7 | 21.4 | 1.6% | -1.6%
CC(=O)N(CC1CCCO1)c1nnc(-c2ccccn2)s1 (stereo not drawn) | ? | -5.8 | -1.6% | 0.1%
COCCn1c(=NC(=O)C(C)(C)C)sc2cc([N+](=O)[O-])ccc21 | 66.1 | nt | -0.5% | nt
CCOc1ccc2nc(NCCO)[nH]c2c1 | 25.2 | 4.5 | 3.9% | 14.1%
CCc1ccc2nc3nc(C)cc(C)c3c(N)c2c1 | -9.4 | 17.3 | -3.7% | 27.1%
Cc1nc(N2CCN(C(c3ccccc3)c3ccccc3)CC2)[nH]c(=O)c1C | -26.8 | 10.5 | -1.6% | 7.6%
COC(=O)/C(=C/c1cccc([N+](=O)[O-])c1)NC(=O)c1ccc(OC)cc1 | -0.9 | nt | 3.3% | nt
CC1CN(CC(O)COc2ccc(C(C)C)cc2)CC(C)O1 (stereo not drawn) | 10.6 | -5.2 | 2.8% | 4.5%[2.29 µM]
CCCCC12CN3CCN(CC(C3)/C1=N\NC(=O)c1ccccc1N)C2 | ? | nt | -0.5% | nt
CCOc1ccc(-c2c[n+](=O)c3c(n2[O-])CCCC3)c(OCC)c1 | -7.7 | 0.7 | -6.5% | -1.2%
Cc1ccc(N(Cc2ccc(C(=O)NCCSc3ccccn3)cc2)S(C)(=O)=O)cc1C | 6.2 | 7.9 | -4.1% | nt
CN1CCN(c2ccc(Cl)cc2NC(=O)c2ccc(S(=O)(=O)N(C)C)cc2)CC1 | ? | -8.4 | 3.3% | 16.8%
COC(=O)c1ccc(-n2nnnc2SCC(=O)N2CCCCC2)cc1 | -14.3 | 4.3 | 0.9% | 0.9%
CC(=O)C1=C(C)N(Cc2ccccc2)C(=O)N[C@@H]1c1cccc(C(F)(F)F)c1 | ? | nt | -4.1% | nt
COc1ccc(/C=N/Nc2ccc(C(F)(F)F)cc2[N+](=O)[O-])cc1 | -17.3 | nt | 0.9% | nt
COC(=O)c1ccccc1NC(=O)CSc1nnc(Cc2ccc(Cl)cc2)o1 | ? | 12.8 | -1.1% | 4.5%[2.29 µM]
Cc1ccc(-n2cc3c(=O)n(C)c(=O)n(C)c3c2)cc1C | 15.5 | -5.6 | -5.0% | 15.0%
COc1ccccc1/C=C(/C(=O)OCC(N)=O)c1ccccc1 | -19.4 | nt | 0.3% | nt
COc1ccc(NC(=O)C(CCS(C)(=O)=O)N2C(=O)c3ccccc3C2=O)cc1 (stereo not drawn) | 5.2 | -1.7 | -5.9% | 3.7%
CCC(=O)N1CCc2cc(Br)cc(S(=O)(=O)C3(C(=O)OC)CC3)c21 | ? | 11.9 | 0.2% | -9.5%
CSc1ccc(/C=C/C(=O)NC23CC4CC(CC(C4)C2)C3)cc1 | 11.8 | nt | -4.1% | nt
O=C(O)[C@@H]1[C@@H](C(=O)Nc2ccccc2)[C@@H]2C=C[C@@H]1O2 | nt | nt | 2.9%[11.4 µM] | -17.8%[11.4 µM]
Continued.
SMILES | PNC inhibitor | IMPase cell inh | ALOX12 inhib | 15-hLO-2 inh
COc1ccc(NC(=O)N2CCC(NC(=O)c3ccco3)CC2)cc1 | 18.4 | 7.7 | -2.8% | 2.5%
CCn1cnc2sc(C(=O)N3CCN(Cc4ccc5c(c4)OCO5)CC3)c(C)c2c1=O | 34.8 | ? | 1.8% | -0.7%
Fc1ccc(CN(Cc2ccccc2)C(c2cccs2)c2nnnn2C2CCCCC2)cc1 (stereo not drawn) | ? | 9.4 | -0.8% | 2.0%
Cc1cc(Br)ccc1NC(=O)CNC(=O)CSc1n[nH]c(N)n1 | 5.7 | 2.6 | 0.7% | -0.2%
CCCOc1ccc(C2=NNC(=O)CC2)cc1 | 18.1 | 1.1 | 0.1% | nt
CC(=O)c1cc(-c2ccccc2)n(CCC(=O)NC2CCCCCCC2)c1C | 20.9 | nt | -1.4% | nt
COc1cc(OC)c(OC)cc1NC(=O)CC1COc2ccccc2O1 (stereo not drawn) | ? | 2.1 | 1.0% | nt
O=C(Nc1cccc(Cl)c1)N1CCCC1 | 13.4 | 4.1 | -2.6% | -9.6%
Cn1c(=O)oc2cc(S(=O)(=O)NCCC(=O)NCCc3ccccc3)ccc21 | ? | 3.6 | 8.3% | 3.9%
O=C1CC(c2ccc(S(=O)(=O)Nc3cc(C(F)(F)F)cc(C(F)(F)F)c3)cc2)CN1 (stereo not drawn) | 4.2 | -0.5 | -11.3% | -2.4%
c1csc(-n2nc3ccccc3n2)c1 | 24.5 | -7.2 | -2.1% | -0.2%

Screening results (PubChem)

An excerpt; count on the stated rates, not on these rows.
